From PubChem
Pin1 inh: blocks the human prolyl isomerase Pin1 | hit rate 0.009% among 390,000 | Q13526 | Potency, µM (doses to about 115 µM), for the others: at the highest dose activity, negative = inhibition, usual class: inhibitors | Pin1 FP peptide displacement, HiFluor488, 10 min; active = well fitted inhibition curve with a large enough effect in the polarisation, with a control signal flat, not every such curve was filed as active; inconclusive = small, poorly fitted or top-dose-only effect, or effect the other way, or a change in a side signal; inactive = no such curve, though single readings can be large or run the other way; the % refers to the polarisation; also: potency is read from the fitted curve at half-maximal effect; % is scaled to controls: 0 for no effect and ±100 for the full control effect
Target sequence (Q13526 whole entry, looked up): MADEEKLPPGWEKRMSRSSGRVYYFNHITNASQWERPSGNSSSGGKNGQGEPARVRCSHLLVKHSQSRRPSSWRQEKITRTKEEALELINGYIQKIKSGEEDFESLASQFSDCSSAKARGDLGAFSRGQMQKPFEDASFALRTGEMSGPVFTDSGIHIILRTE
BAZ2B inh: inhibitors of human BAZ2B bromodomain. Q9UIF8. AlphaScreen BAZ2B-H3K14Ac peptide displacement. Potency, µM (titrated, usually from 114 µM), for inactives: at the highest dose activity change, negative = inhibition, most hits filed as inhibitors. hit rate 4.4% among 360,000. AID 504333; also: potency is read from the fitted curve at half-maximal effect; % is scaled to controls: 0 for no effect and ±100 for the full control effect; nearly all actives have a fitted effect of over 60% in size
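AlphaScreen luminescence quantifies BAZ2B engagement of H3K14Ac peptide; the protein and biotinylated peptide are both at 50 nM final, buffer PBS pH 7.4 with 0.01% Tween-20, all steps at room temperature.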
GLS inhibitor: blocks human kidney-isoform glutaminase activity. O94925. GLS enzymatic activity, qHTS titration. Potency, µM (top dose mostly 45.5 µM), for inactives: top-dose activity change, negative = inhibition, most hits filed as inhibitors. hit rate 0.21% among 410,000. AID 624170; also: potency is read from the fitted curve at half-maximal effect; % is scaled to controls: 0 for no effect and ±100 for the full control effect
Target sequence (O94925 whole entry, looked up, canonical isoform): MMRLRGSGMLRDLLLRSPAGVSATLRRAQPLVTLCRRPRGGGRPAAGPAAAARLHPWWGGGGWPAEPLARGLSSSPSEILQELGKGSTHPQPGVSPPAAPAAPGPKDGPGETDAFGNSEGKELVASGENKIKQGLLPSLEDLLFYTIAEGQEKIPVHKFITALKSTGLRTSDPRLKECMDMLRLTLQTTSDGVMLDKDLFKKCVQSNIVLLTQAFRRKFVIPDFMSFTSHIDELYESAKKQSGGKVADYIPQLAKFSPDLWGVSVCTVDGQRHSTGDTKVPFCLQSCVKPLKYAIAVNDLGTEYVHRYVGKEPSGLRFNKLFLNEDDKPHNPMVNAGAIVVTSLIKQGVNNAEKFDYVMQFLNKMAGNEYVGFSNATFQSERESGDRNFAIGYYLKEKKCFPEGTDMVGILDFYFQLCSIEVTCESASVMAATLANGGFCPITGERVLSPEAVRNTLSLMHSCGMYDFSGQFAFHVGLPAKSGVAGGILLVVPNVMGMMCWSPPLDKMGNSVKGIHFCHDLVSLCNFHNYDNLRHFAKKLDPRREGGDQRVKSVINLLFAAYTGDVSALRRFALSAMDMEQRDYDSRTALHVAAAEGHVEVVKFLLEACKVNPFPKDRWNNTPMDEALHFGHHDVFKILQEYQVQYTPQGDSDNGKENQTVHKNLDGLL
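hKGA; 45 mM KH2PO4 pH 8.2 + 0.02% Tween-20; cpd via pin tool; 1 mM Gln soln; GluOx/HRP/Amplex Red; RT 30 min; fluor. t0 & final.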
HP1b binding inh: HP1-beta chromodomain-methylated histone interaction inhibition; P83916; AlphaScreen HP1-beta / biotin-H3K9me3 peptide binding; Potency, µM (titrated, usually from 114 µM), for inactives: top-dose activity change, negative = inhibition, actives largely listed as inhibitors; hit rate 0.56% among 390,000; AID 540317; also: potency is read from the fitted curve at half-maximal effect; nearly all actives have a fitted effect of over 70% in size; inactives centre near 23
Target sequence (P83916 whole entry, looked up): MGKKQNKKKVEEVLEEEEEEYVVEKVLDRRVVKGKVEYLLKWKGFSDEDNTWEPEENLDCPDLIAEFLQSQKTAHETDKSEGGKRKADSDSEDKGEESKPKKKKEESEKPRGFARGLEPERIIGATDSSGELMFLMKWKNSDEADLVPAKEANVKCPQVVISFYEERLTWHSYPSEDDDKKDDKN
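Compound inhibition of the preformed complex between 50 nM HP1-beta and 50 nM biotinylated H3K9me3 peptide was read by AlphaScreen. Buffer was PBS pH 7.4 with 0.01% Tween-20. Incubations ran 30 min at room temperature, with 10 ug/mL donor/acceptor beads.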
PI4K2A inh: blocks human PI4K2A kinase activity. Q9BTU6. hit rate 0.13% among 420,000. purified PI4K2A, ADP-Glo luminescence, 1 h; hits give low values. activity change, negative = inhibition, % at 76.9 µM; in the data active = activity change below about -50%; inconclusive = mostly about -30% to -49%;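 also: -100% = wells without enzyme as full effect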
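Compounds are screened against recombinant PI4K2A using PI as substrate and ATP, the latter dispensed at 300 microM. Reactions run one hour at ambient temperature before ADP-Glo detection; full inhibition defined by wells lacking enzyme.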
G9a inh: blocks human histone lysine methyltransferase G9a | G9a H3K9 monomethylation, AlphaScreen, 2 h | Potency, µM (series often up to 102 µM), inactives show top-dose activity, negative = inhibition, actives largely listed as inhibitors | Q96KQ7 | hit rate 8.8% among 350,000; also: potency is read from the fitted curve at half-maximal effect; % is scaled to controls: 0 for no effect and ±100 for the full control effect; nearly all actives have a fitted effect of over 75% in size
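Using a bead-based AlphaScreen, monomethylated H3K9 product from 2 h room-temperature reactions (G9a 20 nM, peptide 500 nM, SAM 20 uM) was detected with 0.5 ug/mL rabbit anti-H3K9me1 antibody.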
ERG-DNA inh: inhibitors of human ERG Ets domain-DNA interaction; Potency, µM (doses to about 76.9 µM), without a hit: at the top dose FP activity, negative = inhibition, usual class: inhibitors; hit rate 0.028% among 370,000; P11308; AID 624246; fluorescence polarization, His-ERG Ets domain / labelled DNA; active = well fitted inhibition curve with a large enough effect in the polarisation, with a control signal flat; inconclusive = small, poorly fitted or top-dose-only effect, or effect the other way, or a change in a side signal; inactive = no such curve, though single readings can be large or run the other way; the % refers to the polarisation;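 also: polarization taken with two DNA probes labelled with fluorescein and Texas red; potency is read from the fitted curve at half-maximal effect; % of control where 0% means no effect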
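His-tagged ERG Ets domain (1 uM in the protein solution; 300mM KCl, 50mM Tris-HCl, 1mM EDTA, 1mM DTT, pH 7.5) received compound, then a probe mix of 5 nM fluorescein-DNA and 100nM Texas-615-DNA. Fluorescence polarization was read for both dyes.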
JMJD2A Tudor: blocks the human JMJD2A Tudor domain. O75164. AlphaScreen JMJD2A-Tudor / H3K4me3 peptide binding. Potency, µM (highest dose often 114 µM), without a hit: at the highest dose activity change, negative = inhibition, usual class: inhibitors. hit rate 4.4% among 390,000; also: potency is read from the fitted curve at half-maximal effect; % is scaled to controls: 0 for no effect and ±100 for the full control effect; nearly all actives have a fitted effect of over 50% in size
PGK inhibitor: blocks T. brucei phosphoglycerate kinase; P07378; PGK/GAPDH coupled, Kinase-Glo luminescence, 60 min; Potency, µM (series often up to 57.5 µM), for inactives: at the top dose activity change, negative = inhibition, actives largely listed as inhibitors; hit rate 0.043% among 380,000; AID 602233; also: potency is read from the fitted curve at half-maximal effect; % is scaled to controls: 0 for no effect and ±100 for the full control effect; nearly all actives have a fitted effect of over 60% in size
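Recombinant glycosomal PGK reaction used 1,3-bisphosphoglycerate generated in-well by GAPDH (100nM final) in 100mM TEA pH 7.6, 5mM MgCl2, 0.01% Tween-20. After 60 minutes at room temperature, ATP was read by Kinase-Glo Plus luminescence end-point.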
Active calls of the source: *; i = inactive; ? = inconclusive; · = not tested or not shown; [ ] = remark or other dose. Unless noted, calls follow the shape of the dose curve; as a rule, active = well fitted curve in the direction sought with a large enough effect; inconclusive = small, poorly fitted or top-dose-only effect, or another doubt; inactive = no such curve, though single readings can be large; an effect the other way counts as inactive or inconclusive.

Pin1 inh	BAZ2B inh	GLS inhibitor	HP1b binding inh	PI4K2A inh	SMILES	G9a inh	ERG-DNA inh	JMJD2A Tudor	PGK inhibitor
6%	-10%	9%	12%	10	CC(=O)N1CCc2cc(S(=O)(=O)CCC(=O)NCc3cccs3)ccc21	20%[0.501 µM]	-9%	-11%	3%
-1%	0%	4%	?	-2	COc1ccc(OC)c(S(=O)(=O)Nc2ccc(-c3ccc4nncn4n3)cc2)c1	13µM*	2%	-1%	i
7%	-5%	1%	19%	0	CCN(Cc1nc2cc(Cl)ccc2c(=O)[nH]1)C(=O)COc1ccccc1Cc1ccccc1	47%[12.7 µM]	-3%	-12%	0%
0%	3%	-12%	39%	6	CCOc1cnn(-c2ccccc2)c(=O)c1Cl	-12%	2%	-4%	-9%
4%	·	-8%	16%	-3	CN1CCN(S(=O)(=O)c2cccc([N+](=O)[O-])c2)CC1	·	-2%	-10%	i
1%	-2%	16%	66%[activator]	5	CCn1ccc(C(=O)Oc2ccc(Cl)cc2)n1	9%	-6%	1%	7%
-4%	0%	-3%	3%	1	FC(F)(F)COc1nc(N2CCCCC2)nc(N2CCNCC2)n1	23%[12.7 µM]	-2%	-1%[11.4 µM]	0%
?	-38%	?	15%	-3	O=C1C(c2cc(=O)c3ccccc3[nH]2)=C(O)c2ccccc21	3%[59 µM]	18%	?	0%
-19%	?	22%	56%[activator]	0	O=C(O)c1ccc(Cl)c(S(=O)(=O)Nc2ccc3[nH]c(=O)[nH]c3c2)c1	?	7%	-34%	-5%
1%	10%	-1%	44%[activator]	4	CC(C)(C)OC(=O)N/N=C/c1ccc(C(=O)O)cc1	3%[59 µM]	·	-7%	-9%
5%	1%	10%	11%	17	O=c1oc(-c2ccccc2[N+](=O)[O-])nc2ccccc12	?	11%	-1%	5%
3%	33%	0%	36%[activator]	5	O=C(COC(=O)CSc1ccc(Cl)cc1)Nc1ccccc1	28%[59 µM]	-1%	18%	1%
-8%	-1%	-11%	23%	0	COc1cc(NC(=O)Cn2c(-c3ccccc3)cc(C(C)=O)c2C)cc(OC)c1	-7%[59 µM]	-7%	-8%	-4%
17%	?	3%	16%	0	Cc1ccc(C)c(CN2C(=O)c3ccccc3S(=O)(=O)c3ccc(C(=O)N4CCCCC4)cc32)c1	-36%[59 µM]	7%	-20%	·
-6%	17%	4%	46%[activator]	-2	Cc1ccc2oc(=O)n(Cc3ccccc3)c2c1	·	-9%	16%	-3%
-7%	-3%	5%	31%	0	COC(=O)Cc1ccc(NC(=S)NC2CC2)cc1	-3%	-1%	4%	-7%
-1%	·	5%	27%[57 µM]	0	Cc1csc(=O)n1CCC(=O)OC(C)C(=O)NCc1ccccc1 (centres undefined)	·	-2%	-8%	-12%
3%	-37%	0%	?	2	Cc1ccc(Nc2nnns2)cc1	5.6µM*	-13%	-23%	4%
-1%	-18%	?	60%[activator]	?	COc1cccc(NC(=O)c2cnn(-c3ccccc3)c2C)c1	24%	2%	-11%	?
-2%	·	-7%	28%[57 µM]	-1	Cc1ccnc2nc(C(=O)OCC(=O)Nc3ccc4c(c3)OCCO4)nn12	·	15%	-7%	i
-1%	-7%	-2%	29%	0	CC1CCCCN1C(=O)COC(=O)c1cc(-c2cccs2)nn1-c1ccccc1 (centres undefined)	26%[12.7 µM]	3%	-17%	7%
0%	-5%	-3%	53%[activator]	-5	Cc1ccccc1CNC(=O)Nc1ccc2c(c1)N(C)C(=O)c1ccccc1S2	-49%[59 µM]	0%	-1%	-4%
-1%	-10%	-13%	27%	5	CCOCCCNC(=O)CN1C(=O)/C(=C\c2ccc(C)cc2)Sc2ccccc21	-11%[59 µM]	-2%	-9%	i
5%	·	0%	26%	-5	N#Cc1ccc(NC(=O)NN2CCCCCC2)cc1	·	-4%	-12%	i
6%	-3%	-8%	109%[activator]	-2	O=C1CN(C(=O)COc2ccc(F)cc2Cl)c2ccccc2N1	48%[59 µM]	-1%	-12%	-8%
-6%	39%[activator]	-9%	98%[activator]	1	COc1ccc(OCCN2C(=O)c3cccc(N)c3C2=O)cc1	29%	-13%	34%[activator]	-7%
1%	-29%	3%	11%	1	CN(C)C(CNC(=O)CCCN1C(=O)c2cccc3cccc(c23)C1=O)c1ccccc1 (centres undefined)	-44%	4%	-11%	-2%
6%	-8%	1%	37%	6	O=S1(=O)C=C(SCCN2CCCCC2)c2ccccc21	50µM*	0%	13%	1%
4%	-7%	3%	43%[activator]	2	COc1ccc(/C=C2\Oc3cc(OC(=O)N4CCOCC4)ccc3C2=O)cc1	-4%	-4%	-1%	-6%
-4%	-3%	5%	27%	1	CCCCOc1ccc(C(=O)NCC(=O)NCC2CCCO2)cc1 (centres undefined)	31%	-8%	-8%	5%

7 structures already listed, ordered by number of heavy atoms, rising:
Pin1 inh	BAZ2B inh	GLS inhibitor	HP1b binding inh	PI4K2A inh	SMILES	G9a inh	ERG-DNA inh	JMJD2A Tudor	PGK inhibitor
3%	-37%	0%	?	2	Cc1ccc(Nc2nnns2)cc1	5.6µM*	-13%	-23%	4%
-7%	-3%	5%	31%	0	COC(=O)Cc1ccc(NC(=S)NC2CC2)cc1	-3%	-1%	4%	-7%
6%	-8%	1%	37%	6	O=S1(=O)C=C(SCCN2CCCCC2)c2ccccc21	50µM*	0%	13%	1%
-6%	39%[activator]	-9%	98%[activator]	1	COc1ccc(OCCN2C(=O)c3cccc(N)c3C2=O)cc1	29%	-13%	34%[activator]	-7%
-4%	-3%	5%	27%	1	CCCCOc1ccc(C(=O)NCC(=O)NCC2CCCO2)cc1 (centres undefined)	31%	-8%	-8%	5%
-2%	·	-7%	28%[57 µM]	-1	Cc1ccnc2nc(C(=O)OCC(=O)Nc3ccc4c(c3)OCCO4)nn12	·	15%	-7%	i
-1%	-7%	-2%	29%	0	CC1CCCCN1C(=O)COC(=O)c1cc(-c2cccs2)nn1-c1ccccc1 (centres undefined)	26%[12.7 µM]	3%	-17%	7%

New compounds follow.
Pin1 inh	BAZ2B inh	GLS inhibitor	HP1b binding inh	PI4K2A inh	SMILES	G9a inh	ERG-DNA inh	JMJD2A Tudor	PGK inhibitor
1%	-6%	6%	8%	12	CC(Oc1ccccc1)C(=O)OCC(=O)Nc1sccc1C(N)=O (centres undefined)	13%[12.7 µM]	-3%	-34%	-8%
3%	2%	-6%	45%[activator]	4	CN(C(=O)c1ccc(NC(=O)Cc2ccc(NC(=O)C3CCN(C(=O)C4CCC4)CC3)cc2)cc1)C1CC1	8%[0.501 µM]	-3%	-8%	2%
-5%	-26%	2%	20%	3	C/C(=N\NS(=O)(=O)c1ccc(Br)cc1)c1ccc2c(c1)OCO2	·	-11%	-14%	-4%
35%[activator]	8%	-1%	20%	2	O=C(OCc1cc(=O)oc2cc(O)ccc12)c1cc(S(=O)(=O)N2CCOCC2)ccc1F	5%	-4%	0%	-10%
4%	-19%	12%	20%	-5	O=C(Nc1ccccc1)C1=C[C@@H](c2ccc(Br)cc2)C[C@@H](OCc2ccc(CO)cc2)O1	12%[12.7 µM]	0%	-23%	5%
-10%	-11%	7%	31%	1	CCNc1nc(NCC)nc(Oc2ccc(C(=O)OC)cc2)n1	13%	-12%	-12%	-6%
1%	-37%	7%	10%	1	CCN1CCN(C(=O)c2ccc(COc3ccc(Cl)cc3)o2)CC1	23%[0.0925 µM]	-7%	-21%	-1%
-1%	-6%	-3%	32%	-1	CCN1C(=O)C(=O)N(CC(=O)Nc2ccccc2OC(F)F)C1=O	-1%[12.7 µM]	-11%	-13%	-1%
?	?	2%	3%	-2	N#Cc1ccc(C(=O)Nc2ccc(Cl)c(-c3nc4cc(Cl)ccc4o3)c2)c(F)c1	3%[59 µM]	-1%	-16%	-3%
-3%	-2%	10%	24%	-4	O=C1c2ccccc2C(=O)N1CCSC(=S)N1CCOCC1	-14%	·	-9%	·
-7%	-15%	-3%	43%[activator]	-1	O=C(Cn1cnc2ccccc21)N/N=C/c1ccccc1	9%	2%	-12%	-5%
0%	?	3%	36%[activator]	3	C=CCOc1ccc2ccccc2c1/C=N/O	-2%	3%	7%	-10%
-1%	-16%	6%	34%	2	Cc1ccc(C)c(CN2CCCN(CC(=O)Nc3ccc(C)c(C)c3)S2(=O)=O)c1	2%[59 µM]	4%	1%	2%
5%	19%	6%	18%	-5	CC(C)(C)C(=O)CN1C(=O)NC2(CCOc3ccccc32)C1=O (centres undefined)	18%	4%	-8%	-7%
